# Bioassay records deposited in PubChem by National Center for Advancing Translational Sciences (NCATS).
# HCMV inh: qHTS Assay for inhibitors of the human cytomegalovirus (HCMV) | HFF cells, HCMV-luciferase reporter, 72 h; hits give low values | activity change, negative = inhibition, % at 57.5 µM | 410,000 tested, 4.5% active | AID 1259415, 2018; in the data active = activity change below about -60%; inconclusive = no clear call, values can overlap the other calls; inactive = above about -39%
#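 Inhibition of viral replication was scored as loss of reporter luminescence in HFFs infected with HCMV-luciferase (MOI 1 PFU/cell) for 72 h; compounds tested at 2 doses, normalized to buffer and Salinomycin controls.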
# AMA1-RON2 inh: qHTS for Inhibitors of AMA1-RON; Towards Development of Antimalarial Drug Lead: Primary Screen; AID 720542, 2013; 360,000 tested, 0.2% active; Potency, µM (series often up to 58.2 µM), for the others: at the highest dose activity change, negative = inhibition, hits mostly inhibitors; Plasmodium falciparum AMA1 (3D7) - RON2 peptide interaction; AlphaScreen AMA1-biotinylated RON2 peptide binding; active = well fitted inhibition curve with a large enough effect; inconclusive = small, poorly fitted or top-dose-only effect; inactive = no such curve, though single readings can be large or run the other way;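 note: potency is the fitted concentration of half-maximal effect; 0% = vehicle wells and -100% = peptide control; nearly all actives have a fitted effect of over 45% in size; some results filed as inactive show a strong effect at the top dose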
#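 AMA1 (3D7) with his tag at 25 nM final met compounds first, then biotinylated RON2 peptide at 25 nM; detection used donor plus acceptor beads, 10 µg/mL apiece, read by AlphaScreen after 30 min at room temperature.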
# An asterisk follows results filed as active; ? = inconclusive; [ ] = remark or other dose. Unless noted, % is set by controls: 0 for no effect and ±100 for the full control effect. The list is partial. The share of hits here may be higher or lower than overall.
smiles	HCMV inh	AMA1-RON2 inh
CCOC(=O)[C@]12CCCC=C1N(Cc1ccccc1)C(=O)[C@H](CC(=O)NCCCOC)C2	-9	-2%
CC(C)(c1cc(Cl)c(O)c(CN2CCOCC2)c1)c1cc(Cl)c(O)c(CN2CCOCC2)c1	-1	-7%
CSc1nsc(NN)n1	49	118%[activator]
CC1=C(O)C(=O)C=C2C1=CC=C1C2(C)CCC2(C)C3CC(C)(C(=O)O)CCC3(C)CCC12C (stereo not given)	-78*	?
O=Cc1cc(N=Nc2ccc(S(=O)(=O)O)cc2)ccc1O	15	22%
O=C(O/N=C/c1ccc(Br)cc1)c1ccc(F)cc1	8	-15%
CN(C(=O)CCN1C(=O)/C(=C/c2ccc(F)cc2)SC1=S)C1CCS(=O)(=O)C1 (stereo not given)	14	15%
Cc1ccc(N2CCN(C(C(=O)Nc3c(C)cccc3C)c3ccccc3OC(F)(F)F)CC2)cc1 (stereo not given)	-16	?
CC(=O)Nc1cccc(NS(=O)(=O)c2ccc3c(c2)CCC(=O)N3)c1	-27	-1%
COCCNC(=S)N1CCC(C(=O)c2ccc(Cl)cc2)CC1	-27	18%
Cc1ccc(S(=O)(=O)C[C@@H]2OC[C@H](C(C)C)N2S(=O)(=O)c2ccc(C)cc2)cc1	-35	1%
O=C(OCc1ccccc1)N1CCC2CC1c1cc(-c3ccccc3)ccc12 (stereo not given)	66	-3%

# New compounds follow
smiles	HCMV inh	AMA1-RON2 inh
Nc1cc2cccnc2cc1Cl	32	-7%
Cc1cc(=O)[nH]c2ccc(Cc3ccccc3)cc12	212	0%
COc1cccc(S(=O)(=O)N(C)C[C@@H]2OCc3cn(nn3)CCCC(=O)N([C@H](C)CO)C[C@H]2C)c1	-3	12%
CCn1c(SCC(=O)N2c3ccccc3CCc3ccccc32)nc2c1c(=O)n(C)c(=O)n2C	21	7%
COc1ccc(S(=O)(=O)NCC(=O)NCCc2ccc(OC)c(OC)c2)cc1	4	8%
CC(=O)Nc1ccc(C(=O)NCCCSc2ccccc2)cc1	-12	-19%
O=C1NCCNC1c1ccccc1 (stereo not given)	-9	7%
O=C1C=CC(=NN=C(c2ccccc2)c2ccccc2)C=C1	-80*	0%
COC(=O)[C@@]12C[C@@H](CC(=O)N3CCN(C(=O)C4CC4)CC3)C(=O)N(Cc3ccco3)C1=CCC(C)(C)C2	-2	-5%
COc1cc(OC)cc(C(=O)NCCc2ccc(OC)c(OC)c2)c1	22	8%
CCCCn1nnnc1C(CCSC)N1CCN(C/C=C/c2ccccc2)CC1 (stereo not given)	-21	-15%
COC(=O)C[C@H]1C[C@H]2c3cc(NS(=O)(=O)c4ccc(OC)cc4)ccc3O[C@H]2[C@H](CO)O1	34	14%

# The list goes on:
smiles	HCMV inh	AMA1-RON2 inh
COc1ccc(C(C)=O)c(OCC(=O)NCCC2=CCCCC2)c1	-11	16%
COCCNc1nc(Oc2ccc(NC(C)=O)cc2)c2sc(-c3ccccc3)cc2n1	-16	5%
C[C@@H]1CCCCO[C@@H](CN(C)S(=O)(=O)c2ccc(Cl)cc2)[C@@H](C)CN([C@H](C)CO)C(=O)c2cc(N(C)C)ccc2O1	22	0%
CCCc1c(-c2ccc(Cl)cc2)ncn1CCc1ccccc1OC	-61*	-22%
O=c1c([N+](=O)[O-])cn(Cc2ccccc2)c(=O)n1Cc1ccccc1	-29	-18%
Cc1cc(C)n(-c2ccc(C(=O)N3CCN(S(=O)(=O)c4ccc(Br)cc4Cl)CC3)cc2)n1	-35	-15%
COc1ccc(CNC(=O)C2Cc3c(-c4ccccc4Oc4ccccc4)ccnc3O2)cc1OC (stereo not given)	-34	-16%
Cc1ccc([C@H]2C[C@@H](O)[C@H](n3cc(-c4ccc(F)cc4)nn3)CN2C(=O)C2CCCCC2)cc1	-35	-8%
Cc1ccc(NC(=O)CCN2CCN(CCO)CC2)cc1	-3	1%
CC(C)(C)OC(=O)N1CCC(NC(=O)c2[nH]cnc2C(=O)Nc2ccccc2F)CC1	5	82%[activator]
CCCNC(=O)c1onc(CSc2ccc(F)c(F)c2)c1C(=O)NCCC	34	11%
Cc1nc(Cc2ccccc2)sc1CC#N	7	1%

# An excerpt from above in order of molar mass, high to low.
smiles	HCMV inh	AMA1-RON2 inh
COCCNc1nc(Oc2ccc(NC(C)=O)cc2)c2sc(-c3ccccc3)cc2n1	-16	5%
CCCNC(=O)c1onc(CSc2ccc(F)c(F)c2)c1C(=O)NCCC	34	11%
Cc1ccc(NC(=O)CCN2CCN(CCO)CC2)cc1	-3	1%

# New compounds follow:
smiles	HCMV inh	AMA1-RON2 inh
O=C(NC1CCCC1)c1ccc2c(c1)S(=O)(=O)c1ccccc1C2=O	2	7%
CN1OC[C@@H]2CN(C(=O)c3cccc4ccccc34)[C@H](c3ccccc3Br)C[C@@H]21	0	-6%
O=C(C=Cc1ccc2c(c1)OCO2)C1CC1	?	-3%
COCCCNC(=O)c1ccc(-c2nc3ccccc3nc2-c2ccccc2)cc1	24	0%
OC[C@@H]1CN(Cc2ccc(Cl)cc2)C[C@H](n2cnc3c(NCc4ccc(F)cc4)ncnc32)O1	15	-18%
CCCCN(C(=O)C1CC(=O)N(CCc2ccc(OC)c(OC)c2)C1)c1c(N)n(CC(C)C)c(=O)[nH]c1=O (stereo not given)	-34	-2%
CCCCCCCCN1C(=O)[C@H](CC(=O)N2CCCCC2)C[C@@]2(C(=O)OCC)CCCC=C12	-7	-8%
Cc1cc(Nc2ccc(C)c(C)c2)n2ncnc2n1	64	0%
CC(=O)N1C[C@H]2CON(C)[C@H]2C[C@H]1c1ccc(-c2ccc(C#N)cc2)cc1	0	-2%
O=C1NCN(c2ccccc2)C12CCN(C(c1cccs1)c1nnnn1C1CCCC1)CC2 (stereo not given)	-7	-18%
C[C@@H]1CN([C@@H](C)CO)C(=O)c2cc(C#Cc3ccccc3)cnc2O[C@@H]1CN(C)Cc1ccccn1	16	45%[activator]
c1ccc2c(c1)ccc1[nH]c3c(c12)CCCC3	57	?

# Carrying on:
smiles	HCMV inh	AMA1-RON2 inh
O=C(c1ccc(O)c(Br)c1)c1cc(Br)ccc1O	-17	-17%
CCOC(=O)N1CCN(C(=O)C[C@@H]2C[C@@]3(C(=O)OC)CCCCC=C3N(Cc3ccc4c(c3)OCO4)C2=O)CC1	3	-14%
COC(=O)c1ccccc1C(=O)c1c(C)cc(C)cc1C	7	-12%
NC(Cc1ccc(Cl)cc1)c1csc(Nc2ncccn2)n1 (stereo not given)	0	66%[activator]
CCCCNC(=O)C1c2ccccc2OCC(=O)N1CC(F)(F)F (stereo not given)	13	34%[activator]
CC(O)(c1ccc(Cl)cc1)C(c1ccccc1)c1ccccn1 (stereo not given)	13	14%
O=S1(=O)CC(N2CCN(Cc3ccccc3F)CC2)CN1Cc1cn(Cc2cccc(C(F)(F)F)c2)nn1 (stereo not given)	?	-1%
Cc1noc(C)c1-c1ccc(C(=O)NCC(C)C)c2occc12	89	-1%
CN(Nc1cccc(Cl)c1)c1cccc(Cl)c1	-30	33%[activator]
COc1ccccc1C(c1c(O)nc(SC)[nH]c1=O)c1c(O)nc(SC)[nH]c1=O	5	-2%
Cc1ccc(S(=O)(=O)c2cc3c(=O)n4cccc(C)c4nc3n(CCc3ccccc3)c2=N)cc1C	-19	1%
Cc1ccc(CN2CC(N3CCCCC3)CS2(=O)=O)cc1 (stereo not given)	-23	5%

# Next structures:
smiles	HCMV inh	AMA1-RON2 inh
CCOC(=O)CC(SP1(=S)OCC2(CCCCC2)CO1)C(=O)OCC (stereo not given)	-6	14%
CCC(C)(C)c1nnc(NC(=O)CCC2CCCCC2)s1	10	4%
COc1cc(/C=C/c2ccccc2)cc(OC)c1	46	27%
O=C(c1ccc(Cl)c(S(=O)(=O)N2CCCC2)c1)N1CCN(Cc2ccccc2)CC1	-10	0%
COC1=C(NCc2ccc3c(c2)OCO3)C(=O)C(OC)=C(NCc2ccc3c(c2)OCO3)C1=O	7	11%
Cc1cc(C)c2c(CN(Cc3ccccc3)Cc3ccccc3)cc(=O)oc2c1	?	5%
COc1cccc(CNC(=O)[C@@H]2CCCN2C(=O)[C@@H]2CCCN2C(=O)c2cccc(Cl)c2)c1	18	-14%
CSc1ncnc2c1ncn2CCCN1CCN(C(=O)C2CC2)CC1	11	-5%
COc1ccc(C2CC(=O)Nc3cc(OC)c(OC)cc32)cc1 (stereo not given)	6	-8%
Cc1c(Cl)cnc(NC(=O)COC(=O)c2cccc(S(=O)(=O)N3CCOCC3)c2)c1Cl	-40	3%
Nc1nc2ccc(Br)cc2o1	-22	10%
CCCC(=O)NC(=S)Nc1ccc(S(=O)(=O)N2CCc3ccccc32)cc1	-24	34%[activator]

# Continuation.
smiles	HCMV inh	AMA1-RON2 inh
N#Cc1cccc(NC(=O)c2cc(C3CCCCN3C(=O)c3ccccn3)on2)c1 (stereo not given)	-18	0%
NC(Cc1ccc(Cl)cc1)c1csc(Nc2ccccn2)n1 (stereo not given)	22	53%[activator]
Cc1ccc(C(c2c(NC(=O)c3ccco3)sc(C)c2C)N2CCOCC2)cc1 (stereo not given)	-13	1%
OC[C@@H]1CN(Cc2ccc3c(c2)OCO3)C[C@H](n2cnc3c(NCc4ccncc4)ncnc32)O1	-32	15%
Cc1ccsc1CN(C)CC(=O)N(C)CC(=O)Nc1c(Cl)cccc1Cl	37	14%
O=C(O)c1ccc([N+](=O)[O-])cc1	0	-2%
CC1=CC(=O)Nc2cncnc2N1	-19	16%
C=CCOC1COC2C(OCC=C)COC12 (stereo not given)	14	-1%
COc1ccc(C)cc1NC(=O)C1CC1c1ccccc1 (stereo not given)	24	-14%
Cc1ccc(N(CC(=O)NC(C)C)C(=O)CCC(=O)Nc2ccccn2)c(C)c1	13	1%
CS(=O)(=O)N1CCCCC1c1cc(C(=O)NCc2ccc(Cl)c(Cl)c2)no1 (stereo not given)	8	-10%
O=C1C=CC(=O)N1c1ccc(Nc2ccccc2)cc1	-13	0%

# Additional records:
smiles	HCMV inh	AMA1-RON2 inh
CCCS(=O)(=O)NC(=O)C1(C)CCCN(C(=O)c2c(OC)cccc2OC)C1 (stereo not given)	-35	13%
CN(C(=O)c1cccc(NC(=O)Cc2ccc(NC(=O)C3CCCN(S(=O)(=O)c4cccc([N+](=O)[O-])c4)C3)cc2)c1)C1CCCCC1 (stereo not given)	-9	-10%
CSc1nc(O)c(C(c2ccccc2Cl)c2c(O)nc(SC)[nH]c2=O)c(=O)[nH]1	-4	-1%
CCOC(=O)C1C(=O)C(=O)N(Cc2ccccc2)C1C(=O)OCC (stereo not given)	-30	-1%
CC(C)Oc1ccc(S(=O)(=O)N2CCOCC2)cc1NC(=O)c1cccc(S(=O)(=O)N2CCCC2)c1	-13	1%[11.6 µM]
Cn1c(N)c(C(=O)N2CCN(c3ccccc3)CC2)c(=O)n(C)c1=O	-10	-3%
COCCNC(=O)c1cccc2c(-c3cnn(C)c3)coc12	-9	15%
COc1ccccc1S(=O)(=O)N(C)C[C@H]1OCc2cnnn2CCCC(=O)N([C@H](C)CO)C[C@@H]1C	1	-1%
CCC(=O)c1ccc(OCC(=O)OCC(=O)Nc2cccc(S(=O)(=O)N3CCOCC3)c2)cc1	-14	-1%[11.6 µM]
COC(=O)c1ccc2nc(C3CCCCC3)c(CC(C)(C)C)n2c1	-40	-3%
CC1(C)CC(=O)C=C(c2cccs2)C1	-8	2%
NC(COCc1ccccc1)c1csc(Nc2ccc(C(=O)c3ccccc3)cc2)n1 (stereo not given)	-14	27%

# (more compounds)
smiles	HCMV inh	AMA1-RON2 inh
CC(C)[C@H](NC(=O)c1cccc(S(=O)(=O)N2CCOCC2)c1)C(=O)OCC(=O)Nc1cccc(Br)c1	?	-6%
COc1ccc(-c2coc3c(C(=O)NCC4CCOCC4)cccc23)c(C)c1	-61*	-5%
Nc1[nH]c(C(=O)c2ccccc2)c(-c2ccccc2Br)c1C(=O)NCCc1ccc(Cl)cc1Cl	37	6%
COCCNc1nc(NCCOc2ccccc2Cl)c2sc(-c3ccccc3)cc2n1	23	-10%
COCCn1c(=S)[nH]c2cc(C(=O)N3CCN(C4CCCCC4)CC3)ccc2c1=O	-10	21%
COc1ccc(C(C)(NC(C)=O)c2nc(-c3ccccc3OC)cs2)cc1 (stereo not given)	-9	-18%
CC(C)Oc1cc(F)ccc1-c1cc(C(=O)Nc2cccc(Cl)c2)[nH]n1	3	26%
CCCS(=O)(=O)NC(=O)C1(C)CCN(C(=O)c2ccc(SC(F)(F)F)cc2)C1 (stereo not given)	-12	-6%
CC(=O)OCC1OC(n2c(-c3ccc(Cl)cc3)ccc(C#N)c2=S)C(OC(C)=O)C(OC(C)=O)C1OC(C)=O (stereo not given)	22	12%

# Already shown: entries from further up.
smiles	HCMV inh	AMA1-RON2 inh
CC(C)Oc1cc(F)ccc1-c1cc(C(=O)Nc2cccc(Cl)c2)[nH]n1	3	26%
CCCS(=O)(=O)NC(=O)C1(C)CCN(C(=O)c2ccc(SC(F)(F)F)cc2)C1 (stereo not given)	-12	-6%
CC(=O)OCC1OC(n2c(-c3ccc(Cl)cc3)ccc(C#N)c2=S)C(OC(C)=O)C(OC(C)=O)C1OC(C)=O (stereo not given)	22	12%
